CHRM1 agonist = human M1 muscarinic receptor agonism; activation, % at 3 µM; 360,000 compounds, 0.33% hits; CHO-K1 hM1, Fluo-8 calcium fluorescence, agonist mode; 0% DMSO, 100% acetylcholine EC100;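 active = activation above the run's mean compound activation plus 3 SD, cut at about 16% in these data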;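 note: peak over basal fluorescence ratio within a 140 s kinetic read after compound addition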
Target sequence (P11229 whole entry, looked up): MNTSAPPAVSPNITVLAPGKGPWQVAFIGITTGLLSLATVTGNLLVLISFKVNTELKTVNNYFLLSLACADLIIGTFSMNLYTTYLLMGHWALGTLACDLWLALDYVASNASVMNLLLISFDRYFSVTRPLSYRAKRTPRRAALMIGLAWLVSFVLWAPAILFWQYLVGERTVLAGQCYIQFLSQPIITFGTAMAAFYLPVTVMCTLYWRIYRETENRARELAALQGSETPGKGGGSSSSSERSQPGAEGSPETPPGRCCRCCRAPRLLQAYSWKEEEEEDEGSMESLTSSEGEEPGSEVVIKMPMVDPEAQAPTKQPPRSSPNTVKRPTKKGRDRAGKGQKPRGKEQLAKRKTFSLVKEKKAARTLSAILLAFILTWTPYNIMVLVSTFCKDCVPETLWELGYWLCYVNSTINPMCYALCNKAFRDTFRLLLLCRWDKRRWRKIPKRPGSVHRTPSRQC
TAAR1 agonist = human TAAR1 agonism; AID 624467; 360,000 compounds, 0.99% hits; activation, % at 3 µM; CHO RD-HGA16 TAAR1, Fluo-8 calcium fluorescence; vehicle wells 0%, saturating PEA agonist 100%;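 active = activation above the mean activation of all test compounds in the run plus 3 SD, cut at about 38% in these data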
Target sequence (Q96RJ0 whole entry, looked up): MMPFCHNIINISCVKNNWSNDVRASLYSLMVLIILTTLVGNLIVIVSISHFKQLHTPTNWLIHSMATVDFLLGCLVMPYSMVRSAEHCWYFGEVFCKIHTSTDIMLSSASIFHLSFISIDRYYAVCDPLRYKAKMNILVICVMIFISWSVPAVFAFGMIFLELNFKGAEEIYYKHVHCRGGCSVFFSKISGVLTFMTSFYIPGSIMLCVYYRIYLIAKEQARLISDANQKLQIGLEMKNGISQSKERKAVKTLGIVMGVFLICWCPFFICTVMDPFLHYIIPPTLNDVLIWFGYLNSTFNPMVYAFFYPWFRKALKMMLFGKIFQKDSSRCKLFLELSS
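System: CHO-derived RD-HGA16 cells with stable Gα16 and human TAAR1. Times: 17-24 h plating, Fluo-8 75 min 37 °C, 30 min RT. Measured by: calcium-sensitive Fluo-8 signal, excitation 470-495, emission 515-575 nm. Read-out basis: % activation relative to PEA EC100 response. Control set: DMSO and PEA EC100. Repeats: no replicates (n 1).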
M1 ag parental = counter-screen for M1 agonists: effect in parental CHO-K1 cells; Fluo-8 calcium fluorescence; scaled to maximal ATP response, vehicle zero; activation, % at 3 µM; 360,000 compounds, 0.48% hits; AID 602248; in the data active = activation above about 15%;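 note: untransfected CHO-K1 host cells lacking M1 receptor as counterscreen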
CHO-K1 Ca antag = M1 antagonist counterscreen hit in parental CHO-K1 cells | ATP-induced calcium, Fluo-8 fluorescence | inhibition, % at 3 µM | 360,000 compounds, 0.6% hits | AID 602250;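 active = inhibition above a per-plate cutoff, the plate's mean sample inhibition plus 3 SD, cut at about 24% in these data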;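 note: 0% = DMSO plus EC80 ATP and 100% = DMSO alone without ATP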
M1 PAM parental = nonselective activator or artifact in parental CHO-K1 calcium assay; ATP EC20, Fluo-8 calcium fluorescence; 0% at ATP EC20, 100% at ATP max; activation, % at 3 µM; 360,000 compounds, 0.02% hits;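 active = activation above the run cutoff, the mean activation of all test compounds plus 3 SD, cut at about 40% in these data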;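 note: peak over basal fluorescence ratio in a 140 s read after ATP addition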
CHRM1 antagonist = human CHRM1 antagonism; inhibition, % at 3 µM; 360,000 compounds, 1.3% hits; CHO-K1 hM1, Fluo-8 calcium fluorescence, ACh EC80 antagonist; AID 588852; P11229;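 active = percent inhibition above its own plate's cutoff, namely the mean of that plate's compound wells plus 3 SD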;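 note: peak over basal fluorescence ratio during 140 s after agonist addition; 0% = ACh EC80 plus DMSO and 100% = DMSO alone without agonist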
OXTR potentiator = potentiators of human oxytocin receptor; activation, % at 3 µM; CHO-OTR cells, Fluo-8 calcium fluorescence, potentiator mode; 0% = oxytocin EC15, 100% = EC100; AID 2445; 320,000 compounds, 0.061% hits; P30559;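 active = activation above that plate's cutoff, the mean activation of tested compounds plus 3 SD, cut at about 6.6% in these data, passing the limit was not always enough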;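 note: 100% uses oxytocin at 75 nM as the full agonist control; some results filed as inactive read as strong as hits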
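Measured by – Fluo-8 calcium dye fluorescence · Test system – human OTR in CHO cells · Dosing – one concentration, 3.0 µM compound · Controls – EC15 oxytocin alone as 0%, 75 nM oxytocin as 100% · Evaluation – normalized max/min fluorescence ratio, % activation · Timing – 6 min pre-incubation, 100 s read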
TAAR1 antag = antagonists of human TAAR1; Q96RJ0; CHO RD-HGA16 TAAR1, Fluo-8 calcium fluorescence, antagonist; inhibition, % at 3 µM; 360,000 compounds, 1.5% hits;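 active = inhibition above a per-plate cutoff, the mean inhibition of test compounds on that plate plus 3 SD, cut at about 49% in these data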;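 note: 0% = DMSO plus EC80 beta-PEA response and 100% = DMSO alone without agonist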
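Test system: RD-HGA16 CHO cells with stable hTAAR1 and Gα16 / Probe or stimulus: EC80 β-phenethylamine stimulus / Times: seeding 17-24 h prior, 75-min 37 °C, 30-min RT dye loading / Detection: Fluo-8 calcium-sensitive fluorescence / Read-out basis: % inhibition scaled between DMSO and EC80 PEA controls / Repeats: singlicate, one well per test compound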
CHO parental Ca = counter-screen for OX1R antagonists: effect in parental CHO cells. parental CHO-K1, ATP-induced calcium, Fluo-8 fluorescence. inhibition, % at 5.6 µM. 330,000 compounds, 0.63% hits. AID 463079;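 active = inhibition above that plate's mean sample inhibition plus 3 SD, cut at about 26% in these data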;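 note: 0% = ATP-challenged DMSO wells and 100% = DMSO wells without ATP; some compounds past the cut are filed as inactive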
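test system = CHO parental line | reagent = ATP stimulus | measured by = intracellular calcium via Fluo-8 no-wash fluorescent dye | control set = ATP and no-ATP DMSO wells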
Numbers without * were called inactive; x = no result given.

SMILES	CHRM1 agonist	TAAR1 agonist	M1 ag parental	CHO-K1 Ca antag	M1 PAM parental	CHRM1 antagonist	OXTR potentiator	TAAR1 antag	CHO parental Ca
C[C@H](NC(=O)c1nc[nH]c1C(=O)NCc1ccccc1)C(=O)OC(C)(C)C	-6	2	-0.3	7	-25	21	-10	21	-23
COc1ccc(-c2noc(CN3CCCCC3)n2)cc1OC	-4	16	1.3	-5	15	-5	-4	7	-19
CCOC(=O)C1CCN(C(=O)c2cccnc2)CC1	-3	7	-0.2	6	-1	12	-6	-1	-9
O=C(NCc1ccccc1Cl)c1ccc(Cn2cc(C(F)(F)F)ccc2=O)cc1	-4	9	1.1	-2	15	16	-16	16	-25
Cc1ccc(OCC(O)CN2CCN(c3ccccn3)CC2)c(C)c1 (configuration not stated)	-8	2	1.7	-10	13	-10	-10	-27	-33
CCN(C[C@H]1N[C@@](C)(C(=O)OC)[C@H]2C(=O)N(Cc3ccccc3)C(=O)[C@@H]12)C(=O)COC	0	0	-0.2	-2	9	-13	-4	-13	-3
COC(=O)c1cccc(S(=O)(=O)N2CCCC2)c1	-5	2	0.4	-5	25	-4	4	-14	1
O=C1CNC(c2ccccc2)C(c2ccccc2)N1 (configuration not stated)	-1	0	0.4	-8	11	-14	x	-1	x
CCOC(=O)c1c(C)oc2c1c(C=NCc1ccccn1)c(O)c1ccccc12	-9	14	1.5	2	15	-3	x	28	x
O=C(COC(=O)c1ccc(O)cc1)Nc1ccccc1	-1	12	0.8	14	-9	-8	-11	11	1
Cc1ccc(-n2nc3c(c2NC(=O)c2ccc4c(c2)OCO4)CS(=O)C3)cc1 (configuration not stated)	-1	12	0.6	-10	11	-10	1	-15	-16
Cc1nc([N+](=O)[O-])cn1CC(=O)c1ccc(F)cc1	-4	x	2.3	-15	22	-3	-5	x	2
Cc1cccc2nc(CSc3nnnn3-c3ccccc3)cn12	-2	4	0.3	5	1	-9	-13	9	-21
Cc1ccc(C(=O)NCCN2CCC(n3c(=O)[nH]c4ccccc43)CC2)cc1C	x	5	-0.1	15	-9	x	x	5	x
COc1cc(/C=N/NC(=O)c2ccc3c(c2)OCCO3)c(Br)c(Br)c1O	-1	28	4.6	2	-1	6	-12	13	-15
CCN(CC)c1ccc(NC(=O)CCCCCN2C(=O)c3ccccc3C2=O)cc1	-4	7	0.7	10	-6	20	-12	-5	-22
Cc1cc(SCC(=O)N(C)C2CCS(=O)(=O)C2)nc2c(C)cccc12 (configuration not stated)	-5	7	0.5	-11	1	-1	-2	-17	-14
CCc1ccccc1NC(=O)Cn1c(=O)n(-c2ccc(CC(=O)NCC3CCCO3)cc2)c(=O)c2ccccc21 (configuration not stated)	-1	2	0.1	-4	-1	-7	5	-37	-6
COc1ccc(CCNC(=O)CSCc2c(F)cccc2Cl)cc1OC	-5	3	2.0	-16	10	-7	-5	-13	-17
COC(=O)C1=C(C(=O)OC)C2(OC1c1ccc(Br)cc1)C(=O)c1ccccc1C2=O (configuration not stated)	-4	6	0.1	-4	11	-6	-10	0	-17
Cc1ccc(Cn2c(/C=C/c3ccco3)nc3ccccc32)cc1	-6	-2	0.2	-6	17	-6	2	-6	-12
CCSc1nc2sc3c(c2c(=O)n1-c1ccccc1)CCN(C)C3	-8	1	0.7	-1	6	22	-8	3	-22
O=C(/C=C/c1ccc(OCc2cccc(Cl)c2)cc1)N1CCOCC1	-2	12	9.7	-4	6	11	-12	28	-9
CCOc1ccc(OCCC(=O)OCC(=O)Nc2cccc(S(=O)(=O)N3CCCCC3)c2)cc1	1	14	10	-10	-5	7	x	46	x
COc1ccc2[nH]c(=O)c(CN(c3ccccc3OC)S(=O)(=O)c3ccccc3)cc2c1	-1	10	5.0	-5	10	15	-9	74*	-15
O=C(CN1C(=O)c2ccccc2C1=O)N1CCN(c2nnc(-c3ccccc3)c3ccccc23)CC1	-6	3	0.0	7	3	-1	0	13	-15
O=C(NCCc1ccccc1)c1cc(S(=O)(=O)N2CCOCC2)ccc1F	1	7	0.4	-17	-5	-7	-10	-1	-4
Cc1ccc(N=Cc2c(O)n(C)c(=O)n(C)c2=O)nc1	-3	2	-0.2	-14	5	-1	0	-6	-8
O=C(O)/C(=C\c1ccc(Cl)c([N+](=O)[O-])c1)c1ccc(S(=O)(=O)N2CCCC2)s1	-3	3	0.4	-16	7	-3	-2	-1	-10
O=C1NC[C@@H](CCCCN2C[C@H](Cc3ccccc3)N(CCC3CCCCC3)C(=O)C2=O)N(CC2CCCCC2)C1=O	x	7	0.9	-5	11	x	x	-35	x
O=C(NCCNC(=O)c1ccccn1)c1cccc(F)c1	-3	-2	1.8	-15	16	-3	8	6	-1
CC(=O)NCC(=O)OCc1ccc([N+](=O)[O-])cc1	-6	4	-0.3	7	-5	-13	5	-1	12
COc1ccc(CCNC(=O)C2CCN(Cc3nc(-c4cccc(Cl)c4)oc3C)CC2)cc1OC	-3	x	2.8	7	9	3	-5	x	-11
CC(C)(C)c1ccc(-c2nc3n(c(=O)c2C#N)CCS3)cc1	-3	1	0.6	-11	14	1	-6	20	-13
CCN(CC)C(=O)CSc1nc2ncc(Cl)cc2[nH]1	0	16	-0.1	-2	2	-42	-13	-11	-17
CCN1CCN(CCCN(Cc2cccs2)C(=S)Nc2ccccc2C)CC1	-7	2	0.7	-12	15	-7	-9	-10	4
Nc1nc(SCC(=O)Nc2cccnc2Cl)n[nH]1	0	3	-0.3	-10	-10	-11	-7	-18	6
COc1ccc(NC(=O)Nc2nc3c(s2)CCCC3)cc1	-7	3	3.5	-3	13	0	-8	-8	-19
CC(=O)/C(C#N)=C1\NC(=O)C(Cc2ccccc2)S1 (configuration not stated)	1	5	-0.2	6	2	-17	-11	12	-7
CN1CCCN(c2ccc([N+](=O)[O-])cc2)CC1	-6	7	0.4	-21	10	17	-9	-29	-7

Molecules from the list above with an aryl thioether with sulfur outside any ring:
SMILES	CHRM1 agonist	TAAR1 agonist	M1 ag parental	CHO-K1 Ca antag	M1 PAM parental	CHRM1 antagonist	OXTR potentiator	TAAR1 antag	CHO parental Ca
Cc1cccc2nc(CSc3nnnn3-c3ccccc3)cn12	-2	4	0.3	5	1	-9	-13	9	-21
Cc1cc(SCC(=O)N(C)C2CCS(=O)(=O)C2)nc2c(C)cccc12 (configuration not stated)	-5	7	0.5	-11	1	-1	-2	-17	-14
CCSc1nc2sc3c(c2c(=O)n1-c1ccccc1)CCN(C)C3	-8	1	0.7	-1	6	22	-8	3	-22
CCN(CC)C(=O)CSc1nc2ncc(Cl)cc2[nH]1	0	16	-0.1	-2	2	-42	-13	-11	-17
Nc1nc(SCC(=O)Nc2cccnc2Cl)n[nH]1	0	3	-0.3	-10	-10	-11	-7	-18	6

Continuation.
SMILES	CHRM1 agonist	TAAR1 agonist	M1 ag parental	CHO-K1 Ca antag	M1 PAM parental	CHRM1 antagonist	OXTR potentiator	TAAR1 antag	CHO parental Ca
COc1ccc(-n2c(=O)[nH]cc(C(=O)Nc3ccc4c(c3)OCO4)c2=O)cc1OC	-1	1	1.4	-10	29	-9	-9	-30	-5
CC(C)(C)c1ccc(C(=O)NCC(=O)OCC(=O)Nc2ccccc2[N+](=O)[O-])cc1	-9	3	2.2	2	16	-7	-10	5	-3
Cc1ccc(NC(=O)CCn2cccc2)cc1	-4	1	0.0	0	13	-10	-6	-11	0
CCN(CC)C(=O)Cn1cc(S(=O)(=O)CC(=O)NCCc2ccc(OC)c(OC)c2)c2ccccc21	-3	0	0.3	-10	14	-16	4	-15	-17
CCCCC/C(=N\NC(=O)Nc1ccccc1)c1ccccc1	-1	7	-0.2	-13	15	2	-4	-22	-19
COc1cc(/C=N/NC(=O)c2cc(-c3cccn3C)n[nH]2)cc(OC)c1OC	-4	8	1.4	14	-6	13	6	33	-6
Cn1c(=O)c2c(ncn2CC(=O)Nc2ccccc2N2CCOCC2)n(C)c1=O	-1	x	0.6	6	8	4	-7	x	-15
CC(=O)c1cc2c(cc1NC(=O)c1cc(C)nn1-c1ccccc1)OCO2	-2	1	-0.1	-6	12	10	-3	-2	-8
CC(=O)N1CCN(C2c3cccc4cccc(c34)C2NS(=O)(=O)c2ccccc2)CC1 (configuration not stated)	-1	6	8.4	10	13	-5	-9	10	-10
Cc1oc(-c2ccccc2Cl)nc1CSCC(=O)O	-4	-1	0.0	1	3	-4	-5	-5	-3
O=C(/C=C/c1ccc(Br)cc1)c1ccc(NC(=O)c2ccco2)cc1	-3	-1	0.1	-13	-1	4	-10	-1	-21
COc1cccc(C(=O)N2CCC(C(=O)N3CCN(C)CC3)CC2)c1	-1	9	0.6	-21	20	-10	x	-5	x
O=C(CN1C(=O)NC2(CCOc3ccccc32)C1=O)c1ccc(F)cc1 (configuration not stated)	-1	2	1.9	-9	13	-13	-8	15	-18
CC(C)C(OC(=O)c1cccs1)C(=O)NCc1ccc(F)cc1 (configuration not stated)	-11	-2	-0.9	-13	20	0	0	-8	-13
N#CC1(NC(=O)COC(=O)CSc2ccc(F)cc2)CCCCC1	-3	1	0.7	9	-5	-5	-4	-5	-1
Cc1c(C)n(C)c2ccc(C(=O)Nc3cccc4ccccc34)cc12	-4	6	0.2	-7	-8	-30	-16	4	-17
Cc1cc(C)n(CCC(=O)Nc2cccc(F)c2)n1	-2	-4	0.6	-6	14	-13	0	21	-8
CC1CN(C(=O)CCC(=O)NCc2ccc(Cl)cc2)c2ccccc2O1 (configuration not stated)	-3	3	2.2	-3	1	-16	-5	20	1
Cc1cccc(NC(=O)Nc2ccccc2)n1	0	-1	-0.2	-21	16	-28	-17	3	-21
O=C(O)c1cccc(S(=O)(=O)Nc2cccc(S(=O)(=O)N3CCCCCC3)c2)c1	-3	4	-0.1	6	-12	0	1	2	-8
COCc1nc(-c2ccc(-c3ccccc3)nc2OC)no1	-3	7	0.4	-3	16	-20	-4	-5	-5
COc1ccc(CC(=O)NNC(=S)Nc2ccc(Br)cc2)cc1	-4	7	0.8	2	10	-3	-3	5	-1
CC1CCN(CCOCCOc2ccc(Cl)cc2Br)CC1	-9	5	0.4	17	-3	21	-8	-25	-8

This is a random part of the collection (roughly 4.2% active in at least one column).
